PrPC surface inh: cell surface PrPC inhibition, primary TR-FRET screen; P04156; TR-FRET read-out; inhibition, % at 13.8 µM; 0.43% of 370,000 active; in the data active = inhibition above about 24%; note: 0% = median of the test wells and 100% = reference compound wells
BoNT-F LC inh: inhibitors of Botulinum neurotoxin F light chain protease. 0.22% of 360,000 active. inhibition, % at 10 µM. Multiplex microsphere protease cleavage assay, flow cytometry; in the data active = inhibition above about 35%, passing the limit was not always enough; inconclusive = no clear call, values can overlap the other calls; note: plate controls were buffer without enzyme for full effect and enzyme alone for no effect
Anthrax LF prot: anthrax lethal factor protease inhibition; P15917; multiplex microsphere protease cleavage assay, LF; inhibition, % at 10 µM; 0.12% of 360,000 active; note: plate controls were buffer without enzyme for full effect and enzyme alone for no effect
Target sequence (P15917 whole entry, looked up): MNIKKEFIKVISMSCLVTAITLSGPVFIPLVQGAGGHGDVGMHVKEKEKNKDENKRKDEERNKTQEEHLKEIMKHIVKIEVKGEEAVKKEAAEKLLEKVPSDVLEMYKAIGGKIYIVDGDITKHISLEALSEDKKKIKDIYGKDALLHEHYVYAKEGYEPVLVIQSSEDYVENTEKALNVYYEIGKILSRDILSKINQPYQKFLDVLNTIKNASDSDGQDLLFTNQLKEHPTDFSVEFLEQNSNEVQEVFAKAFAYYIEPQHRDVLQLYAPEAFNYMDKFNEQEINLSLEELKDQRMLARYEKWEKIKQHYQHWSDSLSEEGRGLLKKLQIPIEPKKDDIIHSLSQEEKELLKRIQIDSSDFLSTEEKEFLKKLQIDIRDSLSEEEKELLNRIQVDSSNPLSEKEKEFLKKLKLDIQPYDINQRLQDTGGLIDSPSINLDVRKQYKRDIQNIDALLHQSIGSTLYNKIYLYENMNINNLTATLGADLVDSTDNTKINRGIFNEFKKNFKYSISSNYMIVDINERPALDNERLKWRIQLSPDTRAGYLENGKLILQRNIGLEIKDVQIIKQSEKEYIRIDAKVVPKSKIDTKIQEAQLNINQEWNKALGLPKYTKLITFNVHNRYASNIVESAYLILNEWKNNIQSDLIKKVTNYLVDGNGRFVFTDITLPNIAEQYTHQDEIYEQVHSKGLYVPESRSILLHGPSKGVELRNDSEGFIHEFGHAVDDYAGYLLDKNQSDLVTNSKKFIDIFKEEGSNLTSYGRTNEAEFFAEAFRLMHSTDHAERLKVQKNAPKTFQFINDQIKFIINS
PfHsp40 yeast: restores yeast growth despite PfHsp40 toxicity; S. cerevisiae expressing PfHsp40, growth rescue, ATP luminescence; growth rescue, % at 12.5 µM; 0.68% of 340,000 active; AID 504582; in the data active = growth rescue above about 28%, passing the limit was not always enough; inconclusive = no clear call, values can overlap the other calls;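 note: yeast W303a lacking pdr1 and pdr3 grown in galactose medium; growth measured after three days at 30 °C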
Y pestis TopoI: blocks Yersinia pestis topoisomerase I activity; Y. pestis Topo-I cleavage product accumulation, plate reader; activity, % at 10 µM; 0.064% of 360,000 active; in the data active = activity above about 50%, passing the limit was not always enough; inconclusive = no clear call, values can overlap the other calls; note: inactives centre near 2
FadD28 FP inh: inhibitors of Mycobacterium tuberculosis FadD28 bisubstrate binding; FadD28 bisubstrate probe binding, fluorescence polarization; inhibition, % at 12.5 µM; 0.22% of 360,000 active; AID 588549; in the data active = inhibition above about 8.5%, passing the limit was not always enough; inconclusive = no clear call, values can overlap the other calls
TcdB GH inh: TcdB glycohydrolase inhibition. P18177. TcdB glycohydrolase enzymatic assay, plate reader. inhibition, % at 9.99 µM. 0.24% of 350,000 active; in the data active = inhibition above about 10%
BoNT-A LC inh2: blocks Botulinum neurotoxin A light chain protease. inhibition, % at 10 µM. multiplex microsphere protease substrate cleavage, flow cytometry. 0.17% of 360,000 active; note: plate controls were buffer without enzyme for full effect and enzyme alone for no effect
CCHFV vOTU inh: blocks the CCHF virus ovarian tumor domain protease. CCHFV vOTU protease, Pep-AMC fluorescence. inhibition, % at 11.5 µM. 0.55% of 370,000 active; in the data active = inhibition above about 30%; note: 0% = vehicle wells with enzyme and 100% = no enzyme wells
Active calls of the source: *. Cut-off read from the data, not from the text of the source, unless noted: active = inhibition above about 30%; inconclusive = no clear call, values can overlap the other calls; inactive = below that.

How did O=C1CC(c2ccc(Cl)cc2)Oc2ccc(Cl)cc21 (stereo not given) do in these assays?
PrPC surface inh: -5.2; BoNT-F LC inh: -5.4; Anthrax LF prot: -2.9; PfHsp40 yeast: -0.1; Y pestis TopoI: 4.8; FadD28 FP inh: -5.8; TcdB GH inh: 0.5; BoNT-A LC inh2: -0.5; CCHFV vOTU inh: -3.3

How did CCOC(=O)c1cnc2ccccc2c1Nc1cc(C(=O)O)ccc1C do in these assays?
PrPC surface inh: -4.4; BoNT-F LC inh: -6.3; Anthrax LF prot: -4.0; PfHsp40 yeast: 0.2; Y pestis TopoI: 1.9; FadD28 FP inh: -6.2; TcdB GH inh: 0.0; BoNT-A LC inh2: -0.3; CCHFV vOTU inh: -3.5

How did COc1cccc(-c2nc(CS(=O)(=O)CC(=O)N3CCCCC3)c(C)o2)c1 do in these assays?
PrPC surface inh: 0.0; BoNT-F LC inh: 0.6; Anthrax LF prot: 1.1; PfHsp40 yeast: -1.2; Y pestis TopoI: -10.3; FadD28 FP inh: -0.2; TcdB GH inh: 2.3; BoNT-A LC inh2: 0.9; CCHFV vOTU inh: 13.8

What do the screens show for `O=C1C=CC(=Nc2ccc3c(c2)Cc2cc(F)ccc2-3)O1`?
PrPC surface inh: 10.7; BoNT-F LC inh: -7.1; Anthrax LF prot: 0.8; PfHsp40 yeast: -6.2; Y pestis TopoI: 4.3; FadD28 FP inh: -0.9; TcdB GH inh: 1.0; BoNT-A LC inh2: 0.3; CCHFV vOTU inh: -4.0

Results for COc1ccc(NC(=O)/C=C/c2cc(Br)ccc2OC)cc1 ?
PrPC surface inh: 4.1; BoNT-F LC inh: -8.9; Anthrax LF prot: -11.3; PfHsp40 yeast: 8.9; Y pestis TopoI: -0.9; FadD28 FP inh: 0.4; BoNT-A LC inh2: -0.4; CCHFV vOTU inh: 10.2

Results for COc1ccc(C2CC(=O)c3sc(NC(C)=O)nc3C2)cc1 (stereo not given) ?
PrPC surface inh: 3.7; BoNT-F LC inh: 1.6; Anthrax LF prot: 0.4; PfHsp40 yeast: 0.6; Y pestis TopoI: -3.1; FadD28 FP inh: -1.8; BoNT-A LC inh2: 0.4; CCHFV vOTU inh: -13.4

Results for COC(=O)C(NC(=O)C(C)Oc1ccccc1)C(C)C (stereo not given) ?
BoNT-F LC inh: 0.5; Anthrax LF prot: -6.4; PfHsp40 yeast: 0.2; Y pestis TopoI: -2.5; FadD28 FP inh: -3.8; TcdB GH inh: -0.5; BoNT-A LC inh2: inconclusive

How did O=C(Cn1c(=O)n(Cc2ccco2)c(=O)c2ccccc21)NCC1CCCO1 (stereo not given) do in these assays?
PrPC surface inh: 4.3; BoNT-F LC inh: 0.1; Anthrax LF prot: 1.2; PfHsp40 yeast: 0.9; Y pestis TopoI: 4.1; FadD28 FP inh: -5.3; BoNT-A LC inh2: 0.0; CCHFV vOTU inh: 3.9

Results for CN(C(=O)CN1C(=O)c2cc(Cl)c(Cl)cc2C1=O)C1CCS(=O)(=O)C1 (stereo not given) ?
PrPC surface inh: -5.7; BoNT-F LC inh: 6.3; Anthrax LF prot: -0.9; PfHsp40 yeast: -0.3; Y pestis TopoI: -0.8; FadD28 FP inh: 0.1; TcdB GH inh: 1.2; BoNT-A LC inh2: 0.7; CCHFV vOTU inh: 3.5

Results for Cc1cccc(C)c1-n1nnnc1C(CCc1ccccc1)N1CCN(C/C=C/c2ccccc2)CC1 (stereo not given) ?
PrPC surface inh: 1.9; BoNT-F LC inh: -7.9; Anthrax LF prot: -0.9; FadD28 FP inh: 0.2; TcdB GH inh: 0.8; BoNT-A LC inh2: -1.1; CCHFV vOTU inh: -3.9

What do the screens show for `CN1CCN(C(=S)Nc2ccc(Cl)c(Cl)c2)CC1`?
PrPC surface inh: 8.6; BoNT-F LC inh: -9.0; Anthrax LF prot: -5.4; PfHsp40 yeast: -1.3; Y pestis TopoI: -7.3; FadD28 FP inh: -6.1; TcdB GH inh: -0.1; BoNT-A LC inh2: -1.0; CCHFV vOTU inh: -9.0

What do the screens show for `CCN1C[C@@H]2[C@@H]3C(=O)N(C)C(=O)[C@@H]3[C@](Cc3ccccc3)(C1=O)N2C(=O)c1ccc(F)cc1`?
PrPC surface inh: -2.8; BoNT-F LC inh: 4.3; Anthrax LF prot: 15.2; PfHsp40 yeast: 1.9; Y pestis TopoI: -2.5; FadD28 FP inh: -1.8; TcdB GH inh: 0.3; BoNT-A LC inh2: -0.7; CCHFV vOTU inh: 5.9

Results for COc1ccc(Cl)cc1NC(=O)c1sc2nc(C)nc(N3CCOCC3)c2c1C ?
PrPC surface inh: -0.9; BoNT-F LC inh: 0.9; Anthrax LF prot: -2.2; PfHsp40 yeast: -0.3; Y pestis TopoI: -6.4; FadD28 FP inh: -3.0; TcdB GH inh: -1.8; BoNT-A LC inh2: 0.9; CCHFV vOTU inh: 1.8

What do the screens show for `COC(=O)C1=C(c2ccc(Cl)c(C(F)(F)F)c2)C[C@@H]2CC[C@H]1N2C`?
PrPC surface inh: -2.6; BoNT-F LC inh: -5.1; Anthrax LF prot: -8.3; PfHsp40 yeast: -0.2; Y pestis TopoI: 4.6; FadD28 FP inh: 0.9; TcdB GH inh: 0.2; BoNT-A LC inh2: -0.3; CCHFV vOTU inh: -4.6

Results for COc1cccc(NC(=O)CCc2nnc3ccc(N4CCC(C)CC4)nn23)c1 ?
PrPC surface inh: 4.0; BoNT-F LC inh: 4.5; Anthrax LF prot: -4.5; PfHsp40 yeast: -1.7; Y pestis TopoI: 20.3; FadD28 FP inh: -0.7; TcdB GH inh: 0.9; BoNT-A LC inh2: 0.4; CCHFV vOTU inh: -1.3

What do the screens show for `CN(CC1CCCO1)S(=O)(=O)c1ccc(C(=O)Nc2ccc(S(N)(=O)=O)cc2)cc1` (stereo not given)?
PrPC surface inh: 3.2; BoNT-F LC inh: -0.3; Anthrax LF prot: -1.1; PfHsp40 yeast: -1.9; Y pestis TopoI: -6.4; FadD28 FP inh: -4.2; TcdB GH inh: 1.1; BoNT-A LC inh2: 0.1; CCHFV vOTU inh: 1.4

How did CCOC(=O)c1[nH]c2ccc(OC)cc2c1NC(=O)c1cccc(OC)c1 do in these assays?
PrPC surface inh: 4.7; BoNT-F LC inh: -10.2; Anthrax LF prot: 0.8; PfHsp40 yeast: 0.7; Y pestis TopoI: 4.8; FadD28 FP inh: -2.5; BoNT-A LC inh2: -0.4; CCHFV vOTU inh: 2.5

What do the screens show for `COc1ccc(OC)c(NC=C2C(=O)OC(C)(C)OC2=O)c1`?
PrPC surface inh: 1.0; BoNT-F LC inh: 1.5; Anthrax LF prot: 0.0; PfHsp40 yeast: -0.3; Y pestis TopoI: -0.4; FadD28 FP inh: -2.6; TcdB GH inh: 0.1; BoNT-A LC inh2: 0.1; CCHFV vOTU inh: 3.3

How did COc1ccc(CCn2ccc(O)c(Cc3c(F)cccc3Cl)c2=O)cc1OC do in these assays?
PrPC surface inh: 5.5; BoNT-F LC inh: -6.2; Anthrax LF prot: -0.4; PfHsp40 yeast: 0.2; Y pestis TopoI: -3.5; FadD28 FP inh: -4.6; TcdB GH inh: -0.9; BoNT-A LC inh2: 0.5; CCHFV vOTU inh: -5.0

What do the screens show for `CCOC(=O)N1CCC(NC(=O)c2ccccc2C(=O)O)CC1`?
PrPC surface inh: 5.9; BoNT-F LC inh: inconclusive; Anthrax LF prot: 9.8; PfHsp40 yeast: -0.3; Y pestis TopoI: -10.8; FadD28 FP inh: -1.8; TcdB GH inh: 0.1; BoNT-A LC inh2: inconclusive; CCHFV vOTU inh: -10.0

What do the screens show for `O=C(COC(=O)/C=C/c1ccc([N+](=O)[O-])cc1)NCC1CCCCC1`?
PrPC surface inh: -0.4; BoNT-F LC inh: -5.5; Anthrax LF prot: -4.2; PfHsp40 yeast: 0.0; Y pestis TopoI: -4.0; FadD28 FP inh: -2.4; TcdB GH inh: 2.4; BoNT-A LC inh2: -0.3; CCHFV vOTU inh: -3.8

How did O=C(O)c1ccc(CN2C[C@@H](CO)O[C@@H](n3cnc4c(Nc5ccccc5)ncnc43)C2)cc1 do in these assays?
PrPC surface inh: -2.4; BoNT-F LC inh: 1.1; Anthrax LF prot: 0.7; Y pestis TopoI: 2.2; FadD28 FP inh: -2.1; TcdB GH inh: 0.2; BoNT-A LC inh2: -0.2; CCHFV vOTU inh: 17.2

What do the screens show for `COc1cccc(NS(=O)(=O)c2ccc3c(c2)n(C)c(=O)c(=O)n3C)c1`?
PrPC surface inh: 4.0; BoNT-F LC inh: -2.3; Anthrax LF prot: 12.5; PfHsp40 yeast: -0.2; Y pestis TopoI: -6.8; FadD28 FP inh: -4.1; TcdB GH inh: 0.5; BoNT-A LC inh2: 0.9; CCHFV vOTU inh: 15.3

How did O=C(N/N=C/c1cccc(Oc2ccccc2)c1)c1ccccc1F do in these assays?
PrPC surface inh: 3.5; BoNT-F LC inh: -5.0; Anthrax LF prot: -1.8; PfHsp40 yeast: -2.9; Y pestis TopoI: 6.4; FadD28 FP inh: 1.3; TcdB GH inh: 1.5; BoNT-A LC inh2: -5.8; CCHFV vOTU inh: 10.2

Results for COC(=O)c1nn(-c2ccccc2)c(Sc2ccc(Br)cc2)c1/C=N/O ?
PrPC surface inh: 8.9; BoNT-F LC inh: -1.5; Anthrax LF prot: -3.1; PfHsp40 yeast: -0.1; Y pestis TopoI: 29.3; FadD28 FP inh: -1.2; TcdB GH inh: 1.1; BoNT-A LC inh2: 0.6; CCHFV vOTU inh: 12.0

How did OC(COCc1ccccc1)COCc1ccccc1 do in these assays?
PrPC surface inh: -1.4; BoNT-F LC inh: -4.6; Anthrax LF prot: 0.6; PfHsp40 yeast: -0.1; Y pestis TopoI: 9.6; FadD28 FP inh: -2.3; TcdB GH inh: -0.2; BoNT-A LC inh2: -0.8; CCHFV vOTU inh: -10.0

Results for O=C(NCc1ccc2c(c1)OCO2)c1cc2c(s1)CSC2 ?
PrPC surface inh: 3.2; BoNT-F LC inh: -11.0; Anthrax LF prot: 4.3; PfHsp40 yeast: 1.2; Y pestis TopoI: 5.3; FadD28 FP inh: -1.3; TcdB GH inh: 0.0; BoNT-A LC inh2: -0.4; CCHFV vOTU inh: 5.9

How did COc1ccccc1C(=O)NC(CCSC)C(=O)NNC(=O)c1csc(N2CCOCC2)n1 (stereo not given) do in these assays?
PrPC surface inh: 0.0; BoNT-F LC inh: 1.9; Anthrax LF prot: -0.1; PfHsp40 yeast: 0.1; Y pestis TopoI: 4.7; FadD28 FP inh: -3.1; TcdB GH inh: -1.3; BoNT-A LC inh2: -0.9; CCHFV vOTU inh: 6.3

What do the screens show for `COCCCNC(=O)CN(c1ccc(F)cc1)S(=O)(=O)c1ccc2c(c1)OCCO2`?
PrPC surface inh: -3.5; BoNT-F LC inh: 24.3; Anthrax LF prot: -3.9; PfHsp40 yeast: -0.3; Y pestis TopoI: 5.6; FadD28 FP inh: -2.4; TcdB GH inh: -1.8; BoNT-A LC inh2: -1.4; CCHFV vOTU inh: 2.0

What do the screens show for `CCOC(=O)Cc1ccc(NC(=O)c2ccc(C(C)(C)C)cc2)cc1`?
PrPC surface inh: 4.1; BoNT-F LC inh: -6.1; Anthrax LF prot: -2.4; PfHsp40 yeast: 0.1; Y pestis TopoI: 13.1; FadD28 FP inh: -0.8; BoNT-A LC inh2: -0.1; CCHFV vOTU inh: 8.8

How did COc1ccc(OCc2n[nH]c(=S)n2-c2ccc(C)cc2)cc1 do in these assays?
PrPC surface inh: -1.9; BoNT-F LC inh: 0.8; Anthrax LF prot: -2.2; PfHsp40 yeast: -0.6; Y pestis TopoI: -4.3; FadD28 FP inh: -4.1; TcdB GH inh: 3.5; BoNT-A LC inh2: 0.7; CCHFV vOTU inh: 0.9

How did COCCn1c(=O)c2ccccc2c2ccccc2c1=O do in these assays?
PrPC surface inh: 5.9; BoNT-F LC inh: -3.7; Anthrax LF prot: -2.1; PfHsp40 yeast: -1.5; Y pestis TopoI: -2.6; FadD28 FP inh: -2.1; TcdB GH inh: 1.7; BoNT-A LC inh2: -1.2; CCHFV vOTU inh: 2.5

Source: PubChem BioAssay (several laboratories)
